Assay outcomes: PubChem BioAssay, National Center for Advancing Translational Sciences (NCATS)
PTHR1 ag = PTHR1 (human) receptor agonism; 410,000 compounds, 0.075% hits; Potency, µM (doses to about 115 µM), without a hit: at the highest dose activation, hits mostly activators; HEK293 GP2 PTHR1 cells, GloSensor cAMP luminescence, 1 h; also: nearly all actives have a fitted effect of over 55% in size; some results filed as inactive show a strong effect at the top dose; inactives centre near -15; many of its hits are not listed in these tables
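HEK-293-derived GP2 cells expressing PTHR1 and a GloSensor cAMP reporter, 3,000/well, plated overnight, given luciferin plus IBMX (each 0.5 mM as added) for 1 h at 37 °C, then compound for 1 h at 37 °C. Luminescence was read after 15 min at room temperature.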
TDP-43 yeast inh = TDP-43 toxicity inhibition in yeast; 410,000 compounds, 1.8% hits; Potency, µM (series often up to 46.1 µM), for the others: top-dose growth rescue (activation), actives largely listed as activators; TDP-43 expressing yeast growth rescue, BacTiter-Glo, 24 h; also: % of control where 0% means no effect; nearly all actives have a fitted effect of over 50% in size
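Growth rescue of TDP-43-toxic yeast measured as ATP luminescence (BacTiter-Glo). Cells grown to mid-log in raffinose, induced in galactose at OD600=0.02, exposed to compound 24 hr at 30 deg C.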
EPAC1 agonist = agonists of human EPAC1 | AID 720707 | 360,000 compounds, 0.073% hits | EPAC1 agonist qHTS, biochemical assay; response scale: 100% = response to 6.5 mM cAMP | Potency, µM (doses to about 154 µM), for the others: at the highest dose activation, most hits filed as activators | O95398; also: nearly all actives have a fitted effect of over 60% in size
Target sequence (O95398 whole entry, looked up): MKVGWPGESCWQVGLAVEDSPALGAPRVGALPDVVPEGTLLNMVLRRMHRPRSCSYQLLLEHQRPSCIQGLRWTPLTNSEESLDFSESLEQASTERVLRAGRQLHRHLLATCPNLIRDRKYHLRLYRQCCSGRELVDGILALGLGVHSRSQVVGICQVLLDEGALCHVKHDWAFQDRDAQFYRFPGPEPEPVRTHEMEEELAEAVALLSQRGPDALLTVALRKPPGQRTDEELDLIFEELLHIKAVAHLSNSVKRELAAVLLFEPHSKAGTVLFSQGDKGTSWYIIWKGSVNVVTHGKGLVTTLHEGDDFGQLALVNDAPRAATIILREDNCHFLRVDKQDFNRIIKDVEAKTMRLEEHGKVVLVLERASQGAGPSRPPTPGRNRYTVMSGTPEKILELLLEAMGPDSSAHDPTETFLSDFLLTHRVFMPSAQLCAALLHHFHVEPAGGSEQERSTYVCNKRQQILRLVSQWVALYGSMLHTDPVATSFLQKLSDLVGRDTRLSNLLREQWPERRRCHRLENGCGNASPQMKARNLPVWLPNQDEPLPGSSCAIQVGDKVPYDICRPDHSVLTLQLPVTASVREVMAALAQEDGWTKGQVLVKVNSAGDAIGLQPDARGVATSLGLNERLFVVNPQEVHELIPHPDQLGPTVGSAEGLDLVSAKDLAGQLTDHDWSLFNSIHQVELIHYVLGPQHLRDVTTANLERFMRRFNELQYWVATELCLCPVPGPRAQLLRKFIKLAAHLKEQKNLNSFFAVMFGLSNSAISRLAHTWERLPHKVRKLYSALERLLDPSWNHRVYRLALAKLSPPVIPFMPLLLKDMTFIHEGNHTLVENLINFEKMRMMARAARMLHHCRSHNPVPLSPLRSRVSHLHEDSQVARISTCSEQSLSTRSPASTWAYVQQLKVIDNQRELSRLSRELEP
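Nucleotide exchange assay: 100 nM EPAC1 with 250 nM Rap1B loaded with BODIPY-GDP and 50 uM GDP, room temperature. Fluorescence (480/540 nm) read every 5 min for 30 min; signal change normalized to 6.5 mM cAMP as full agonist.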
aSyn rescue = alpha-synuclein toxicity inhibition in yeast. Potency, µM (doses to about 46.1 µM), inactives show at the top dose growth rescue (activation), hits mostly activators. 370,000 compounds, 0.14% hits. Yeast expressing alpha-synuclein, growth rescue, BacTiter-Glo, 24 h; also: % of control where 0% means no effect; nearly all actives have a fitted effect of over 65% in size
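Readout is rescue of growth in alpha-synuclein-expressing yeast, so inhibitors of toxicity appear as activators. Growth after 24 hr at 30 deg C in galactose medium is quantified by luminescence.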
EPAC2 ag = agonists of human EPAC2 (RAPGEF4). Q8WZA2. EPAC2 activation, biochemical qHTS; response scale: 100% = 6.5 mM cAMP response. Potency, µM (doses to about 154 µM), for inactives: top-dose activation, most hits filed as activators. 360,000 compounds, 0.079% hits; also: nearly all actives have a fitted effect of over 50% in size
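Guanine nucleotide exchange by EPAC2 is measured as reduced fluorescence of BODIPY-GDP once it is released from 250 nM Rap1B. Plates are read kinetically for 30 min at room temperature; results are scaled to 6.5 mM cAMP.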
FUS suppressor = rescues growth of FUS-expressing yeast; S. cerevisiae FUS-expressing, growth rescue, OD600, 24 h; Potency, µM (titrated, usually from 76.6 µM), inactives show at the top dose growth rescue (activation), hits mostly activators; 390,000 compounds, 0.24% hits;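 also: plate controls were DMSO vehicle for no effect and reference control for full effect; nearly all actives have a fitted effect of over 55% in size; some results filed as inactive show a strong effect at the top dose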
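Absorbance at 600 nm, taken 24hr after compound addition, measured rescue of FUS-yeast growth at 30C. Induction used 2% galactose with seeding at OD 0.005. Controls: CP55940 from 92uM final, DMSO only.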
EPAC1 antagonist = antagonists of human EPAC1; EPAC1 GEF assay, Rap1b-BODIPY-GDP exchange fluorescence; Potency, µM (doses to about 115 µM), for the others: top-dose activity change, negative = inhibition, most hits filed as inhibitors; 360,000 compounds, 0.14% hits;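 also: plate controls were vehicle for no effect and positive control for full effect; nearly all actives have a fitted effect of over 50% in size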
EPAC2 antag = antagonists of human EPAC2 | EPAC2 GEF exchange of Rap1B-BODIPY-GDP, fluorescence | Potency, µM (highest dose often 114 µM), for inactives: top-dose activity, negative = inhibition, usual class: inhibitors | Q8WZA2 | 360,000 compounds, 0.18% hits; also: % is scaled to controls: 0 for no effect and ±100 for the full control effect; nearly all actives have a fitted effect of over 45% in size; many of its hits are not listed in these tables
Starred values were filed as active, the others as inactive; i = inactive; ? = inconclusive; . = no result given; & = joins results of further samples; [ ] = remark or other dose. Calls follow the shape of the dose curve; as a rule, active = well fitted curve in the direction sought with a large enough effect; inconclusive = small, poorly fitted or top-dose-only effect, or another doubt; inactive = no such curve, though single readings can be large; an effect the other way counts as inactive or inconclusive. Potency is read from the fitted curve at half-maximal effect. This is a subset; rates above refer to the full screens.

canonical_smiles	TDP-43 yeast inh	PTHR1 ag	aSyn rescue	EPAC2 ag	EPAC1 antagonist	FUS suppressor	EPAC1 agonist	EPAC2 antag
CC(C)NC(=O)Cn1c(=O)c2c(ncn2Cc2ccccc2)n(Cc2ccccc2)c1=O	-11%	?	1%	-1%	0%	13%	-5%	0%
CCSc1nnc(NC(=O)Cc2ccc(OC)c(S(=O)(=O)N3CCOCC3)c2)s1	24%	i	0%	1%	5%	35%	3%	8%
COc1ccccc1-c1noc(CCC(=O)N2CCN(c3cc(C)ccc3C)CC2)n1	?	-96%[inhibitor]	26%	7%	-9%	?	-8%	-12%
COc1cccc(NC(=O)C2(C)CCN2Cc2cccc(OC)c2F)c1 (configuration not stated)	29%	-5%	2%	27%	3%	-21%	10%	-3%
Cc1cccc(N(C(=O)CCC(=O)Nc2cc(C)on2)C(C(=O)NC2CCCC2)c2ccncc2)c1 (configuration not stated)	9%	i	-7%	1%	14%	13%	-2%	18%
CC1(C)C2CCC1(C)C(OC(=O)CCn1ccnc1)C2 (configuration not stated)	-6%	i	-3%	1%	3%	7%	-15%	13%
CC(=Nc1ccccc1)C1=C(O)CC(C)(C)CC1=O	-40%[inhibitor]	-24%	0%	2%	?	-6%	11%	4%
O=c1oc2c(CN3CCOCC3)c(O)ccc2cc1-c1ccccc1	-31%[inhibitor]	2%	-10%	.	.	4%	.	.
FC(F)(F)c1nc(Oc2ccccc2)c2ccccc2n1	-7%	-7%	-12%	13%	-8%	-56%	3%	-3%
CCN(CC)C(=O)Cn1nc(-c2ccc(Cl)cc2)c2ccccc2c1=O	-4%	-23%	0%	6%	3%	-10%	6%	-10%
CCOC(=O)C1(C)CCN1C(=O)c1ccccc1OC (configuration not stated)	17%	-1%	0%	-4%	-2%	-16%	-3%	1%
O=C(COc1ccccc1)OCc1cc2ccccc2[nH]c1=O	-8%	-4%[57.5 µM]	0%	9%	3%	-2%	9%	1%
Cc1ccc(/C=N/NC(=O)c2nnn(-c3nonc3N)c2CN(C)C)o1	-2%	-21%	2%	4%	-17%	19%	3%	1%
Cc1ccc(C(=O)NC(=O)OCCn2c(C)cnc2[N+](=O)[O-])cc1	18%	i	-6%	3%	?	12%	2%	-17%
O=S(=O)(NCCc1csc(-c2ccccc2)n1)c1ccc2c(c1)OCCO2	20µM*	-15%[57.5 µM]	9%	14%	-15%	13%	3%	2%
Cc1cc2[nH]c(=O)c(=O)[nH]c2cc1S(=O)(=O)Nc1cccc(C)c1C	13%	-16%	3%	-1%	-27%	9%	-5%	3%
CC1(C)OC1COc1c2ccoc2cc2oc(=O)ccc12 (configuration not stated)	15%	-24%	5%	3%	2%	-22%	8%	-5%
NC(N)=Nc1ccc(N=C(N)N)cc1	2%	i	0%	5%	-17%	-34%	2%	2%
CC(C)NC(=O)COc1coc(CN2CCN(c3ccccc3)CC2)cc1=O	4%	i	-2%	13%	-16%	-21%	0%	17%
CN1C[C@@H]2[C@@H]3C(=O)N(C)C(=O)[C@@H]3[C@](C)(C1=O)N2C(=O)c1ccc(Cl)cc1	-17%	7%	-8%	5%	-6%	-17%	0%	4%
CC1(C)N=C(/C=N/O)CN1O	10%	-13%	1%	0%	15%	-45%	-1%	9%
COc1ccccc1N1CCN(C(=O)c2sc3ncnc(N4CCN(c5ccccn5)CC4)c3c2C)CC1	3%	-25%	3%	6%	-17%	29%	8%	-1%
CCCCNC(=O)CCCCCn1c(=O)[nH]c2cc(OC)c(OC)cc2c1=O	14%	-2%[57.5 µM]	-4%	-12%	2%	18%	-1%	8%
N#Cc1c(SCC(=O)Nc2cccc(F)c2)sc2c(O)cc(=O)[nH]c12	-1%	25%	-2%	1%	-14%	43%	-1%	-2%
COc1cc(C)ccc1S(=O)(=O)NC(=O)C1(C)CCN1C(=O)C1(c2ccc(Cl)cc2)CCC1 (configuration not stated)	28µM*	-2%	-1%	-5%	-3%	43%	-8%	-9%
CCOC(=O)C1=C(COC(=O)c2ccc(OC(C)C)cc2)NC(=O)NC1C (configuration not stated)	15%	-18%	7%	-5%	2%	6%	4%	-4%
O=C(NCc1ccccc1)NC12CC3CC(CC(C3)C1)C2	13%	-26%	13%	-3%	-2%	-14%	5%	2%
O=C(COC(=O)Cc1ccsc1)Nc1ccc(F)cc1Cl	8%	-7%	1%	8%	11%	-13%	4%	3%
CCOC(=O)C1CCN(S(=O)(=O)c2cc(C(=O)N3CCCCC3)ccc2OC)CC1	3%	-3%	3%	2%	9%	4%	-9%	19%
CC(C)C(=O)N(Cc1cc(=O)[nH]c2ccccc12)c1ccccc1	3%	i	4%	6%	-2%	-6%	2%	-2%
CC(Oc1ccc(F)cc1)C(=O)Nc1cc(S(=O)(=O)N2CCOCC2)ccc1N1CCCC1 (configuration not stated)	6%	-36%[inhibitor]	-5%	6%	3%	-8%	-4%	5%
CCOc1ccccc1N1CCN(C(=O)NC2CCCCC2)CC1	-4%	-24%	3%	14%	-15%	3%	-9%	-5%
CC(C)(C)C(=O)Nc1sc2c(c1C(=O)Nc1ccccn1)CCCC2	-16%[9.22 µM]	i	5%	-4%	-18%	-8%	-10%	9%
CN(C)CCCn1c(SCc2c(Cl)cccc2Cl)nnc1-c1ccncc1	0%	-24%	-5%	11%	5%	-8%	12%	-6%
Cn1nccc1/C=N\NC(=O)c1ccc(Cl)cc1	-5%	i	3%	10%	1%	12%	12%	5%
CN1C(=O)Cc2cc(S(=O)(=O)Nc3ccc(Cl)cc3)ccc21	-24%	-34%[inhibitor]	0%	9%	2%	50%	7%	2%
COC(=O)C1=C(C)OC(N)=C(C#N)C1c1ccc(OC)c(OC)c1OC (configuration not stated)	-14%	-19%	4%	5%	-6%	24%	0%	-9%
O=C(Nc1ccc(F)cc1)c1nc[nH]c1C(=O)Nc1ccccc1[N+](=O)[O-]	7%	i	3%	-6%	-9%	.	-10%	2%
COc1ccc(C(=O)c2oc3ccc(OC)cc3c2NC(C)=O)cc1	18%	-2%	5%	-7%	-15%	-14%	-8%	14%
Cc1cccc(N(C(=O)Cn2nnc3ccccc32)C(C(=O)NCc2ccco2)c2ccncc2)c1 (configuration not stated)	11%	-8%	-2%	17%	-13%	8%	4%	-6%
CCOC(=O)c1ccccc1NC(=S)N1CCCCC1	28%	-1%	2%	10%	-16%	8%	8%	14%
COc1ccc(Cl)cc1C(=O)OCC(=O)NCc1cccs1	-1%	-15%	1%	2%	18%	-10%	-5%	2%
CCOc1ccc(-n2c(SCC(=O)NCc3ccco3)nc3c([nH]c4ccccc43)c2=O)cc1	-13%&7%	-15%	4%&-1%	6%	6%	0%&12%	-2%	9%
N=C1C(c2nc3ccccc3s2)=C(O)CN1Cc1ccco1	-15%	?	2%	-5%	-2%	29%	-4%	11%

Reprinted from above, 12 compounds:
canonical_smiles	TDP-43 yeast inh	PTHR1 ag	aSyn rescue	EPAC2 ag	EPAC1 antagonist	FUS suppressor	EPAC1 agonist	EPAC2 antag
CCOc1ccccc1N1CCN(C(=O)NC2CCCCC2)CC1	-4%	-24%	3%	14%	-15%	3%	-9%	-5%
CC(C)(C)C(=O)Nc1sc2c(c1C(=O)Nc1ccccn1)CCCC2	-16%[9.22 µM]	i	5%	-4%	-18%	-8%	-10%	9%
CN(C)CCCn1c(SCc2c(Cl)cccc2Cl)nnc1-c1ccncc1	0%	-24%	-5%	11%	5%	-8%	12%	-6%
Cn1nccc1/C=N\NC(=O)c1ccc(Cl)cc1	-5%	i	3%	10%	1%	12%	12%	5%
CN1C(=O)Cc2cc(S(=O)(=O)Nc3ccc(Cl)cc3)ccc21	-24%	-34%[inhibitor]	0%	9%	2%	50%	7%	2%
COC(=O)C1=C(C)OC(N)=C(C#N)C1c1ccc(OC)c(OC)c1OC (configuration not stated)	-14%	-19%	4%	5%	-6%	24%	0%	-9%
O=C(Nc1ccc(F)cc1)c1nc[nH]c1C(=O)Nc1ccccc1[N+](=O)[O-]	7%	i	3%	-6%	-9%	.	-10%	2%
COc1ccc(C(=O)c2oc3ccc(OC)cc3c2NC(C)=O)cc1	18%	-2%	5%	-7%	-15%	-14%	-8%	14%
Cc1cccc(N(C(=O)Cn2nnc3ccccc32)C(C(=O)NCc2ccco2)c2ccncc2)c1 (configuration not stated)	11%	-8%	-2%	17%	-13%	8%	4%	-6%
CCOC(=O)c1ccccc1NC(=S)N1CCCCC1	28%	-1%	2%	10%	-16%	8%	8%	14%
COc1ccc(Cl)cc1C(=O)OCC(=O)NCc1cccs1	-1%	-15%	1%	2%	18%	-10%	-5%	2%
CCOc1ccc(-n2c(SCC(=O)NCc3ccco3)nc3c([nH]c4ccccc43)c2=O)cc1	-13%&7%	-15%	4%&-1%	6%	6%	0%&12%	-2%	9%
